Hsp70 displacement = Hsp70 inhibitors, probe displacement, primary screen, biochemical, fluorescence polarization (AID 583); one-dose displacement, % at 20 µM; IC50 in µM for titrated hits; 0.06% of 140,000 active; Hsp70 fluorescence polarization probe displacement, mP; higher % means a stronger effect; in the data active = displacement above about 50%;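 also: plate controls were vehicle for no effect and reference ligand for full effect; a part of the inactive calls stands beside numbers as strong as those of hits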
MKP-3 inhibition = MKP-3 phosphatase inhibitors, primary screen, biochemical, rat enzyme, in vitro (AID 425). recombinant MKP-3 phosphatase activity, fluorescence; higher % means a stronger effect. one-dose inhibition, % at 20 µM; IC50 in µM for titrated hits. 0.17% of 110,000 active; in the data active = inhibition above about 50%;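 also: plate controls were vehicle for no effect and reference inhibitor for full effect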
Starred values were filed as active, the others as inactive; / = not tested or not shown; & = joins results of further samples. Only part of the results is shown (hit frequency here may not be typical).

cpd	molecule	Hsp70 displacement	MKP-3 inhibition
1	COc1cc(C2/C(=C(\O)c3ccc(Cl)cc3)C(=O)C(=O)N2c2cccnc2)ccc1O (stereo not given)	-3.4%	3%
2	Nc1c(C(=O)NCc2ccc3c(c2)OCO3)nnn1-c1ccc(OC(F)(F)F)cc1	-1.6%	/
3	C(=N\Nc1nnc(-c2ccccc2)c(-c2ccccc2)n1)/c1cccnc1	-0.5%	-1%
4	CCOC(=O)CCC(=O)Nc1ccccc1C(N)=O	11%	-15%
5	Cc1ccc2oc3c(c(=O)c2c1)C(c1cccc(Cl)c1)N(CCCN1CCOCC1)C3=O (stereo not given)	8.3%	-3%
6	O=C(Nc1ccc(O)c(-c2nc3ccccc3s2)c1)c1ccc2c(c1)OCCO2	0.7%	2%
7	CCCCCN1CC(O)=C(c2nc(-c3ccc(Cl)cc3)cs2)C1=N	9.1%	/
8	CCOCCCNC(=O)c1c(-c2ccccc2)noc1C	-1.1%	1%
9	CCc1cc(/C(Cc2ccccn2)=N\O)c(O)cc1O	2.7%	/
10	CC(=O)CSc1nnc(NC(=O)CCc2ccccc2)s1	2.5%	/
11	COC1=CC(CC(=O)c2ccc(OC)cc2)C(C(=O)c2ccccc2Cl)C=C1OC (stereo not given)	-17%	14%
12	COc1ccc(Cl)cc1S(=O)(=O)N1CCCC1	4.3%	/
13	CCn1c(SCC(=O)Nc2nc(C)cs2)nnc1C(C)NC(=O)c1ccccc1 (stereo not given)	1.9%	/
14	O=C(N1CCOCC1)N1CCN(C(=O)N2CCOCC2)CC1	-2.0%	/
15	O=C(CCSc1nnc(-c2ccncc2)o1)Nc1ccc(F)cc1	-0.2%	-2%
16	COc1cccc(-c2csc3nnc(SCC(=O)NCc4cccs4)n23)c1	2.5%	-15%
17	Nc1ccc(C2=Nc3cccc4cccc(c34)N2)cc1	-0.9%	13%
18	CC(=O)NC(N1CCCCC1)C(F)(F)C(F)(F)C(F)(F)C(F)F (stereo not given)	1.4%	-3%
19	CCCCOc1ccc(C2OC34CCCCC3C(C#N)(C#N)C2(C#N)C(=N)O4)cc1 (stereo not given)	2.2%	/
20	Cc1onc(-c2ccccc2)c1-c1n[nH]c(=S)n1-c1ccccc1Cl	-2.0%	/
21	CCOc1cccc(-c2nnc3sc(-c4cc(OC)c(OC)c(OC)c4)nn23)c1	2.7%	0%
22	O=C(/C=C/c1ccccc1)Nc1ccc(Cl)c([N+](=O)[O-])c1	-0.2%	0%
23	CCOC(=O)c1oc2ccccc2c1N	7.3%	/
24	CC(=O)/C=C(\C)Nc1ncn(-c2ccc(C)cc2)c1C(=O)c1ccccc1	4.4%	-1%
25	COc1ccc(C2C(C(C)=O)=C(O)C(=O)N2CCc2c[nH]c3ccccc23)cc1OC (stereo not given)	5.3%	/
26	CC1(C)Cc2cccc(OCC(=O)O)c2O1	-2.8%	-8%
27	CC(C)c1ccc(CNc2cc(N3CCN(S(=O)(=O)c4ccccc4)CC3)ccc2[N+](=O)[O-])cc1	3.2%	5%
28	COc1cc(C(=O)N(CCO)CCO)ccc1OC1OC(COC(C)=O)C(OC(C)=O)C(OC(C)=O)C1OC(C)=O (stereo not given)	-0.5%	0%
29	CCC(=Nc1ccc(N)cc1)C1=C(O)C(C(=O)OC)C(C)(C)CC1=O (stereo not given)	-6.4%	-12%
30	Cc1cc(C(=O)OCC(=O)N2CCN(c3ccccc3)CC2)c2ccccc2n1	9.9%	-9%
31	CCCCOc1cccc(C(=O)Nc2ccc(NC(=O)c3ccco3)c(OC)c2)c1	-3.7%	3%
32	Cc1ccc(C2/C(=C(/O)c3ccc(Br)cc3)C(=O)C(=O)N2Cc2ccco2)o1 (stereo not given)	-5.3%	-14%
33	CCOC(=O)C1=C(O)/C(=C/c2cccnc2)SC1=Nc1ccc(Cl)cc1	2.9%	5%
34	Cc1cc(C)cc(OCC(=O)Nc2ccc(C)cc2Br)c1	2.1%	4%
35	Cc1ccc(Cl)cc1NC(=O)c1ccc(CN(c2ccccc2)S(C)(=O)=O)cc1	3.5%	1%
36	CCCCn1nnc(NC(=O)COc2ccc(Cl)c(C)c2)n1	-1.7%	/
37	CC1(C)CC(=O)C(C=NCc2ccc3c(c2)OCO3)=C(O)C1	-0.3%	1%
38	O=C(NCCCO)C(=O)Nc1nc(C23CC4CC(CC(C4)C2)C3)cs1	-0.9%	1%
39	CC1(C)CC(=O)c2cnc(NC(=O)C3CCCC3)nc2C1	1.4%&-3.9%	-10%&-1%
40	COc1cc(/C=C2/C(=N)N3N=C(C(C)C)SC3=NC2=O)cc(Cl)c1OCCOc1ccccc1	5.2%	2%
41	COc1ccc(N2CC(C)Cn3c2nc2c3c(=O)n(Cc3ccc(F)cc3)c(=O)n2C)c(OC)c1 (stereo not given)	3.1%	-19%
42	O=C(O)CN(c1cccc(Br)c1)S(=O)(=O)c1ccccc1	-6.9%	1%
43	COc1ccccc1N1CCN(/N=C\c2cccc(Cl)c2)CC1	2.4%	1%
44	CC(=O)Nc1ccc(NC(=O)c2ccco2)cc1	8.7%	-12%
45	CCOC(=O)COc1ccc(/C=C2\C(=O)NC(=O)N(c3cc(C)cc(C)c3)C2=O)cc1OC	-0.3%	1%
46	Cc1ccc(-c2nn3c(=O)c(C)nnc3s2)cc1	0.4%	-9%
47	Cn1c(=O)c2c(ncn2CC(=O)Nc2ccccc2N2CCOCC2)n(C)c1=O	2.4%	/
48	CCCCOc1ccc(NC(=O)CSc2nnnn2-c2ccccc2)cc1	-4.7%	4%
49	CCOc1cccc(C(=O)Nc2nnc(-c3ccco3)s2)c1	-4.8%&-0.1%	0%&3%
50	CCn1c(SCc2cccc(C)c2)nnc1-c1ccccc1	-1.8%	/
51	Cc1ccc(S(=O)(=O)NCCCNC(=O)N2CCOCC2)cc1	2.9%	-4%
52	CCOc1ncccc1C(=O)OCC(=O)c1cc(C)n(Cc2ccco2)c1C	8.1%	10%
53	COc1ccc(Br)cc1/C=C/C(=O)Nc1cccc(NC(=O)c2ccccc2Cl)c1	-1.0%	7%
54	COc1ccc(C2C(C#N)=C(N)Oc3c2sc2ccccc32)c(OC)c1 (stereo not given)	2.3%	2%
55	CCOc1ccccc1N(CC(=O)Nc1cccnc1)S(C)(=O)=O	-1.1%	/
56	c1ccc(N2CCOCC2)c(Nc2nc3ccccc3n3cnnc23)c1	2.5%	0%
57	Cc1ccc(S(=O)(=O)NC2(C(=O)O)CCCCC2)cc1	7.7%	/
58	COC(=O)C(Cc1ccccc1)NC(=O)c1ccccc1 (stereo not given)	3.0%	4%
59	CC(=O)OC1CC(C)N(C(=O)c2ccccc2)c2ccc(C)cc21 (stereo not given)	0.6%	-14%
60	Cc1ccc(N2CC(C(=O)Nc3ccc(N(C)C)cc3)CC2=O)cc1 (stereo not given)	-4.5%	3%

Pulled one by one from above, two records:
cpd	molecule	Hsp70 displacement	MKP-3 inhibition
53	COc1ccc(Br)cc1/C=C/C(=O)Nc1cccc(NC(=O)c2ccccc2Cl)c1	-1.0%	7%
31	CCCCOc1cccc(C(=O)Nc2ccc(NC(=O)c3ccco3)c(OC)c2)c1	-3.7%	3%

Further compounds
cpd	molecule	Hsp70 displacement	MKP-3 inhibition
61	CCOC(=O)C1=C(C)NC(=O)NC1C (stereo not given)	1.2%	/
62	O=S(=O)(c1ccc(F)cc1)N1CCN(CC(O)COCc2cccs2)CC1 (stereo not given)	-2.7%	3%
63	CC(C)c1ccc(-c2c(C#N)c(N)nc3c2CCCCC3)cc1	4.7%	/
64	CC(C)(C)c1csc(N/N=C/c2ccccn2)n1	-3.6%	2%
65	N/C(=N\OC(=O)c1ccco1)c1ccc(Br)cc1	-4.1%	/
66	O=C(CC(=O)NCc1ccccc1)NCc1ccccc1	1.0%	-1%
67	COc1ccc(Cl)cc1C(=O)Nc1cccc(Br)c1	0.1%	1%
68	CCOc1cc(/C=N/O)cc(Br)c1OCC	3.8%	/
69	CCOc1ccccc1OCC(=O)Nc1ccc(S(=O)(=O)Nc2ncccn2)cc1	1.7%	/
70	Cn1c2c(c3cc(C4CCCCC4)ccc31)CCC/C2=N\O	-1.1%	2%
71	O=C(O)c1ccc(CSc2n[nH]c(-c3ccco3)n2)cc1	9.2%	6%
72	CCSc1nc2sc3c(c2c2nnc(SCC(=O)NCc4ccco4)n12)CCCC3	3.9%	-7%

Of the compounds above, these have a Cl atom.
cpd	molecule	Hsp70 displacement	MKP-3 inhibition
1	COc1cc(C2/C(=C(\O)c3ccc(Cl)cc3)C(=O)C(=O)N2c2cccnc2)ccc1O (stereo not given)	-3.4%	3%
5	Cc1ccc2oc3c(c(=O)c2c1)C(c1cccc(Cl)c1)N(CCCN1CCOCC1)C3=O (stereo not given)	8.3%	-3%
7	CCCCCN1CC(O)=C(c2nc(-c3ccc(Cl)cc3)cs2)C1=N	9.1%	/
11	COC1=CC(CC(=O)c2ccc(OC)cc2)C(C(=O)c2ccccc2Cl)C=C1OC (stereo not given)	-17%	14%
12	COc1ccc(Cl)cc1S(=O)(=O)N1CCCC1	4.3%	/
20	Cc1onc(-c2ccccc2)c1-c1n[nH]c(=S)n1-c1ccccc1Cl	-2.0%	/
22	O=C(/C=C/c1ccccc1)Nc1ccc(Cl)c([N+](=O)[O-])c1	-0.2%	0%
33	CCOC(=O)C1=C(O)/C(=C/c2cccnc2)SC1=Nc1ccc(Cl)cc1	2.9%	5%
35	Cc1ccc(Cl)cc1NC(=O)c1ccc(CN(c2ccccc2)S(C)(=O)=O)cc1	3.5%	1%
36	CCCCn1nnc(NC(=O)COc2ccc(Cl)c(C)c2)n1	-1.7%	/
40	COc1cc(/C=C2/C(=N)N3N=C(C(C)C)SC3=NC2=O)cc(Cl)c1OCCOc1ccccc1	5.2%	2%
43	COc1ccccc1N1CCN(/N=C\c2cccc(Cl)c2)CC1	2.4%	1%
53	COc1ccc(Br)cc1/C=C/C(=O)Nc1cccc(NC(=O)c2ccccc2Cl)c1	-1.0%	7%
67	COc1ccc(Cl)cc1C(=O)Nc1cccc(Br)c1	0.1%	1%
